RTF Ca sens inh – cardiac RTF calcium desensitization; P19429+P45379; IANBD-labeled cardiac RTF, Ca2+ fluorescence; inhibition, % at 7.15 µM; hit rate 0.12% among 340,000; AID 493244;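 active means inhibition above the mean inhibition of all tested compounds plus 3 SD, cut at about 17% in these data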;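 further: assay run at fixed EC70 calcium of 1.6 mM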
Keap1 Nrf2 FP – Keap1-Nrf2 (human) interaction inhibition; inhibition, % at 9.4 µM; Q14145; Keap1 Kelch-Nrf2 peptide fluorescence polarization, 1536-well; hit rate 0.15% among 340,000; in the data active means inhibition above about 12%;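 further: human Keap1 Kelch domain with fluorescein labeled Nrf2 9mer peptide probe; 0% = neutral control wells and 100% = peptide positive control; higher means more block of Keap1 binding to Nrf2 peptide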
OPRM1-OPRD1 ag – OPRM1-OPRD1 heterodimerization agonism | P35372+P41143 | activation, % at 9.3 µM | AID 504326 | hit rate 0.3% among 340,000 | cells, luminescence; in the data active means activation above about 18%;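 further: 0% = vehicle-treated cells and 100% = reference agonist; values of inactives mirror those of a sister screen read the other way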
Target sequence (P35372 whole entry, looked up): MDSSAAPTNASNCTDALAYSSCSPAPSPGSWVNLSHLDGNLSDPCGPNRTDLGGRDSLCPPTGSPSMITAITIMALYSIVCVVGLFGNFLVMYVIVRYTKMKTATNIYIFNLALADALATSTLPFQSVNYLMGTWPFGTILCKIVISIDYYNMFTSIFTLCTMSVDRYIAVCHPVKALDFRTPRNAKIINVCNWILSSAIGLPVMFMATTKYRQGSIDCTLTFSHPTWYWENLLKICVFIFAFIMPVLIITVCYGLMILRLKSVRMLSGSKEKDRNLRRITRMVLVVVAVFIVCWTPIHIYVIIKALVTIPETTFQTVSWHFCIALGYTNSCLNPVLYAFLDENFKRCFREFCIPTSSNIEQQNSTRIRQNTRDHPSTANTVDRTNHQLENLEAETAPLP
Target sequence (P41143 whole entry, looked up): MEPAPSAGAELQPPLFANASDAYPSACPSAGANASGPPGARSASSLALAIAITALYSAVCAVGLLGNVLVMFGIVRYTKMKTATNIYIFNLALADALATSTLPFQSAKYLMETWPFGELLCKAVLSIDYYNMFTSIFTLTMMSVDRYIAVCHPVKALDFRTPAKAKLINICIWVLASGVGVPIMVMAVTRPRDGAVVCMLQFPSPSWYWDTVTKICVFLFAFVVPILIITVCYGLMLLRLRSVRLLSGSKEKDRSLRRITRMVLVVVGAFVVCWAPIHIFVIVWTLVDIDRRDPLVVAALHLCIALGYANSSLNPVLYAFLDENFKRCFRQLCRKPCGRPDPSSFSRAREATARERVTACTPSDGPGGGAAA
V-ATPase pH – alters yeast V-ATPase proton transport. S. cerevisiae, pHLuorin cytosolic pH fluorescence. AID 504577. hit rate 0.37% among 350,000. response, % at 10 µM; in the data active means response mostly above about 7.3%, no sharp cut-off; inactive means mostly below about 5.4%; further: actives read high; inactives centre near 0; some compounds called inactive have numbers as strong as hits; reference of the scale not given here
HTR5A ag – activates human HTR5A in OPRM1-OPRD1 agonist counter-screen; HTR5A agonist assay, luminescence, cell-based; activation, % at 9.3 µM; hit rate 0.61% among 340,000; in the data active means activation mostly above about 9.5%, no sharp cut-off; inactive means mostly below about 7.6%;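 further: 0% = cells with vehicle only and 100% = reference agonist; strong numbers were not always called active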
C-LANA FP – inhibitors of KSHV LANA C-terminal domain DNA binding | MBP-C-LANA/FAM-LBS DNA binding, fluorescence polarization | inhibition, % at 9 µM | hit rate 0.078% among 340,000 | AID 504423;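 active means highest replicate inhibition at or above 60% at 9 µM, even if other replicates fall short; inactive means all replicates below 60% inhibition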;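 further: 0% = neutral control wells and 100% = 4 µM acridine orange control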
MOR-DOR inv ag – inverse agonists of human mu-delta opioid receptor heterodimerization | P35372+P41143 | cell-based MOR-DOR heterodimer luminescence, inverse agonism | inhibition, % at 9.3 µM | hit rate 0.21% among 340,000 | AID 504357; in the data active means inhibition above about 22%, passing the limit was not always enough;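 further: 0% = cells with DMSO and 100% = wells without cells with DMSO; values of inactives mirror those of a sister screen read the other way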
CAL PDZ FP – CAL PDZ (human) peptide binding inhibition | inhibition, % at 24.9 µM | purified CAL PDZ, TMR-peptide fluorescence polarization, 1 h | AID 602252 | hit rate 0.92% among 300,000;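 active means mean inhibition of at least 30% with at least half of replicates also reaching 30%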;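 further: 0% = DMSO neutral control and 100% = excess unlabeled competitor peptide PRC23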
RTF Ca sens act – cardiac RTF calcium sensitization. activation, % at 7.2 µM. IANBD-labeled TnC RTF fluorescence at EC20 calcium; 0% EC20 calcium, 100% full calcium. AID 493008. hit rate 0.24% among 340,000;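 active means activation above the mean over all tested compounds plus 3 SD, cut at about 30% in these data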;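 further: rise in fluorescence read as greater calcium sensitivity of cardiac thin filaments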
HTR5A inv ctr – inverse agonist of human HTR5A in OPRM1-OPRD1 counter-screen; AID 504634; inhibition, % at 9.3 µM; hit rate 0.083% among 340,000; HTR5A cell line, luminescence, inverse agonism; P47898; in the data active means inhibition mostly above about 23%, no sharp cut-off; inactive means mostly below about 18%;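 further: 0% = cells with DMSO and 100% = no-cell wells with DMSO; some compounds called inactive have numbers as strong as hits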
* marks the source's active call; other numbers are inactive results; nt = no result given. This is a random part of the collection. Share with any hit: about 2.8%.

SMILES	RTF Ca sens inh	Keap1 Nrf2 FP	OPRM1-OPRD1 ag	V-ATPase pH	HTR5A ag	C-LANA FP	MOR-DOR inv ag	CAL PDZ FP	RTF Ca sens act	HTR5A inv ctr
O=C1CCC(O)CCN1CCSc1ccccc1 (stereo unspecified)	-5	-6	-2.7	3	2	-0.6	15	-3	-3	-4
CCOc1ccccc1C(=O)Nc1ccccc1C(N)=O	4	-1	-2.8	-3	-5	-2.3	16	-2	-2	-32
CN(C(=O)C1CCOC1)c1nnc(-c2ccccn2)s1 (stereo unspecified)	-2	-9	3.5	2	3	1.1	-21	0	2	10
Nc1c(N(CCC2=CCCCC2)C(=O)Cc2ccccc2F)c(=O)[nH]c(=O)n1Cc1ccccc1	1	-4	-3.8	1	-5	0.6	15	-3	-1	10
O=C(COc1ccc(Cl)cc1)N(Cc1ccccc1)c1nc(-c2ccccc2)cs1	1	-4	-0.7	-2	-2	-0.4	3	-2	0	6
NC(=O)c1ncn([C@@H]2O[C@H](CNCc3cccc4c3sc3ccccc34)[C@@H](O)[C@H]2O)n1	-8	-3	-3.6	2	1	1.2	17	-3	-1	-4
CN(Cc1cccc(Cl)c1)C(=O)C1CCC(=O)N(C2CC2)C1 (stereo unspecified)	-2	-5	-1.5	0	3	-0.1	8	0	-4	-47
COc1ccc(-c2noc(CCC(=O)NCCN(C)Cc3ccccc3)n2)cc1	3	-3	-3.8	-4	1	-1.1	16	nt	-3	24
CCCCCCC(C)NC(=S)Nc1cc(S(=O)(=O)N(C)C)ccc1C (stereo unspecified)	13	-1	1.2	2	2	0.5	-6	-1	-2	-3
CCCC(C(=O)NNC(=O)c1cc(C)oc1C)c1ccccc1 (stereo unspecified)	6	2	-2.7	-4	1	0.1	13	-3	-2	-5
CCn1c(COc2ccccc2C)nnc1SCC(=O)Nc1cc(C)on1	-2	-4	0.3	-2	3	-0.2	-2	nt	11	-5
CCCNC(=O)CSc1nc(-c2cccs2)cc(C(F)(F)F)n1	4	0	0.5	-4	6	-0.3	-3	1	11	-13
COc1ccc(/C=C(\NC(=O)c2ccc(C)cc2)C(=O)NCCCn2ccnc2)cc1OC	-11	1	-0.7	-2	-2	-0.4	4	-3	4	-24
Cc1ccsc1C1C(C(=O)O)c2ccccc2C(=O)N1C (stereo unspecified)	4	1	-1.1	1	-3	0.3	6	nt	-4	9
CCC(=O)NCCCCNC(=O)CC	10	-8	-2.4	-8	0	-0.4	14	0	-7	6
Nc1ccc2oc(-c3ccccc3Cl)cc(=O)c2c1O	0	-2	1.0	6	-1	3.2	-6	1	7	3
CCOC(=O)COc1c(Cl)cc(/C=C2\N=C(C)OC2=O)cc1OC	-5	1	-3.4	1	1	-0.3	17	-3	-2	17
CCCCn1nc(C(=O)N2CCc3ccccc32)c2ccccc2c1=O	3	-4	4.3	2	1	-0.2	-22	6	0	19
CCOc1ccc2nc(NC(=O)Cc3cccs3)sc2c1	2	0	0.8	-7	3	0.9	-3	-3	-1	-9
O=C(Cc1c[nH]c2ccccc12)OCC(=O)c1ccccc1	-6	-1	-1.2	-3	-1	0.8	7	0	-6	13
Cc1nn(-c2ccccc2)c(C)c1/C=N\NS(=O)(=O)c1ccc(Cl)cc1	-4	-4	1.3	0	8	1.0	-6	1	-5	8
CCOc1ccc(NC(=O)c2ccccc2SC)cc1	1	3	-1.4	-1	-2	-0.1	7	nt	-4	25
C/C(=N\NC(=O)OC(C)(C)C)c1cccc([N+](=O)[O-])c1	1	-1	-2.7	-3	0	-1.3	17	-1	-3	5
CCNC(=O)NC(=O)CSc1nnc(-c2c[nH]c3ccccc23)o1	-6	-1	2.7	-2	7	2.4	-22	6	-1	-15
COc1ccc(CC(=O)Nc2cc(C)c3c(=O)oc4ccccc4c3n2)cc1	-4	-2	-0.5	2	3	0.3	3	nt	7	-9
COc1ccc(Cc2nnc(NC(=O)C3CCN(C(=O)c4ccco4)CC3)s2)cc1	-6	-6	-0.2	-1	9	-1.3	1	7	-8	-7
O=C(Nc1nnc(SCc2ccc(Cl)cc2)s1)C1CC(=O)N(Cc2ccccc2)C1 (stereo unspecified)	-15	-2	3.2	2	-2	0.8	-22	-4	-5	-5
CCN(CC)S(=O)(=O)c1ccc(S(=O)(=O)Nc2cc3c(cc2C(C)=O)OCO3)cc1	-1	1	0.2	-3	0	-1.4	-1	-6	6	0
CCN(CC)S(=O)(=O)c1ccc2[nH]cc(C(=O)NCCN3CCCCC3C)c(=O)c2c1 (stereo unspecified)	-6	-4	-0.6	4	3	-1.0	3	-21	2	-20
Cc1cc(C(=O)N/N=C/c2ccc(O)c(O)c2O)c(C)n1-c1ccccc1	-3	-2	3.0	1	-1	0.6	-14	2	2	3
CC(C)C(=O)Nc1nc(-c2ccccc2)ns1	-5	1	0.1	-3	3	-1.0	0	-2	-1	-7
CCn1cc(S(=O)(=O)Nc2cc(C(=O)OC)ccc2C)cn1	1	0	-2.0	3	1	3.1	10	-3	-1	-1
COc1ccc(NC(=O)CSc2n[nH]c(=O)n2C2CC2)cc1Cl	-12	-1	-2.5	16	2	0.3	12	-4	5	-3
CCOc1cc2c(C)cc(=O)oc2cc1Cl	-7	0	-0.4	0	1	1.4	2	-3	-1	-1
Cc1ccccc1C1CC(c2cccs2)Nc2nnnn21 (stereo unspecified)	-2	-1	1.1	6	3	0.2	-6	5	2	11
O=C(Nc1cc(Cl)ccc1O)c1snnc1-c1ccccc1	-4	-1	11	3	-1	0.7	-62	-2	11	-15
CC(C)C(NC(=O)Cc1ccccc1)C(=O)N1CCN(c2cccc(Cl)c2)CC1 (stereo unspecified)	9	-8	3.1	-3	-3	-0.4	-13	1	-2	7
CN(C)S(=O)(=O)Nc1ccccc1F	7	2	-2.5	-3	4	1.5	11	-3	9	-9
O=C(NN1CCOCC1)c1cc(-c2ccc(Cl)c(Cl)c2)nc2ccccc12	-2	6	-0.3	8	-3	-0.7	1	-2	-2	-6
CCCn1c(SCC(=O)Nc2cc(Cl)ccc2OC)nc(O)cc1=O	-5	-9	-3.7	-2	3	-1.3	14	7	1	20
COc1ccccc1C(=O)C1CCCN(C(=O)c2cccnc2SC)C1 (stereo unspecified)	-19	-3	-1.8	1	-5	-1.2	9	1	3	-6
COc1ccccc1C(=O)NCC(=O)OC(C)C(=O)N(C)C1CCCCC1 (stereo unspecified)	-2	-4	-2.0	2	1	-0.5	11	nt	-4	-5
COC(C[C@H]1O[C@H]1[C@@H](O)[C@@H](C)OCc1ccccc1)OC	-3	-2	-3.3	0	9	-1.2	19	-3	3	-28
Cc1cc(Cl)c(S(=O)(=O)N2CC(C)OC(C)C2)cc1OCC(N)=O (stereo unspecified)	-1	5	-2.2	-3	10	1.6	13	0	-5	-19
Cc1noc(C)c1S(=O)(=O)NCCN1CCN(c2ccccc2)CC1	-4	-7	-3.0	0	-4	-0.1	15	2	-10	25
O=[N+]([O-])c1cc([N+](=O)[O-])c(Oc2c(F)cc(F)cc2F)cc1NN1CCCCC1	-3	3	-1.1	-13	-4	0.3	6	-2	3	-43
COC1CCCN(C(=O)c2cccc(OC3CCN(S(C)(=O)=O)CC3)c2)C1 (stereo unspecified)	2	2	-3.1	-4	0	-1.6	16	nt	-2	6
Cc1occc1C(=O)NCc1ccc2c(c1)OCO2	-3	3	-2.6	0	-4	0.2	15	1	6	-22
CSCCOC(=O)COc1ccc(/C=N/NC(=O)c2nn(C)cc2Cl)cc1	-14	-2	0.1	-3	6	-0.2	-1	-1	2	21
Cc1ccc(OCc2nnc(SCC(=O)Nc3ccc4c(c3)OCCO4)n2Cc2ccco2)cc1	-5	-1	-3.8	0	9	-2.5	19	-1	-8	-21
(next part)
SMILES	RTF Ca sens inh	Keap1 Nrf2 FP	OPRM1-OPRD1 ag	V-ATPase pH	HTR5A ag	C-LANA FP	MOR-DOR inv ag	CAL PDZ FP	RTF Ca sens act	HTR5A inv ctr
CC(=O)c1cccc(CN2CCN(C3CCCCC3)C(CCO)C2)c1 (stereo unspecified)	-3	-1	-2.2	0	-3	-0.4	11	1	-4	20
O=C(c1ccccc1)c1cccn1CC(=O)N1CCCCCC1	2	-1	-2.0	1	4	1.2	10	2	3	-10
O=C(COc1ccccc1Cl)NCc1ccccc1	-7	4	-1.9	0	2	6.4	10	nt	4	-7
O=C(CN1C(=O)NC2(CCOc3ccccc32)C1=O)NCc1ccc(F)cc1 (stereo unspecified)	3	2	-1.1	2	-5	-1.4	5	-18	-6	1
Nc1c(C(=O)O)sc2nc(-c3ccccc3)cc(-c3ccc(F)cc3)c12	-15	-5	1.8	-3	2	-1.1	-10	-2	-1	-4
Cc1cc(C(=O)CSc2ncn[nH]2)c(C)n1-c1cccc(S(=O)(=O)N2CCOCC2)c1	-8	-1	-1.2	0	0	-1.2	6	1	3	16
COc1ccc(OC)c(NC(=O)Nc2cc(NC(=O)Nc3cc(OC)ccc3OC)c(C)nc2C)c1	13	-3	-1.0	3	6	-1.0	5	5	2	10
CS(=O)(=O)c1nc(S(=O)(=O)c2ccc(Cl)cc2)c(N2CCC(C(N)=O)CC2)s1	-1	-1	-0.1	3	2	0.1	1	0	6	10
O=[N+]([O-])c1nn(-c2ccc3c(c2)OCCO3)n(O)c1=NCCC1=CCCCC1	18*	1	14	2	4	-0.6	-72	6	-2	-10
CCC(=O)N1CCN(c2nc(CC)nc3sc4c(c23)CCCC4)CC1	2	1	-1.7	3	1	0.2	8	-3	8	-4
COc1ccc(S(=O)(=O)N2CCN(CC(=O)Nc3ccc(C)c(F)c3)CC2)cc1	-6	-4	-2.6	0	0	0.3	13	-5	-1	1
O=C(NC1CCCCC1)N1CCCCCC1	-3	4	0.0	7	3	-0.6	0	-3	2	-25
O=C(COc1ccc2ccc(=O)oc2c1)Nc1cccnc1	-2	1	-3.2	-1	-4	1.5	16	-4	0	-6
c1ccc(C2=NNC(=NCc3ccc4c(c3)OCO4)SC2)cc1	-16	0	0.3	-1	-3	-3.0	-2	-3	7	-37
CCc1ccc(NC(=O)c2ccc(F)c(S(=O)(=O)NCC3COc4ccccc4O3)c2)cc1 (stereo unspecified)	6	-1	7.5	-6	1	-1.3	-47	-2	-4	1
CCN(CC(=O)Nc1ccccc1Br)C1CCCCC1	3	1	4.8	1	-2	-1.6	-25	-6	0	-3
COc1ccc(Nc2nc(-c3ccccc3)nc3ccccc23)cc1S(=O)(=O)N1CCOCC1	-16	-2	8.6	-1	2	-0.6	-44	8	1	-6
Cc1ccc(NC(=O)c2csnn2)c(C)c1	-6	-1	2.3	1	0	-1.2	-13	-2	2	-32

Ordered by heavy-atom count (smallest number first): some entries from above
SMILES	RTF Ca sens inh	Keap1 Nrf2 FP	OPRM1-OPRD1 ag	V-ATPase pH	HTR5A ag	C-LANA FP	MOR-DOR inv ag	CAL PDZ FP	RTF Ca sens act	HTR5A inv ctr
Cc1ccc(NC(=O)c2csnn2)c(C)c1	-6	-1	2.3	1	0	-1.2	-13	-2	2	-32
c1ccc(C2=NNC(=NCc3ccc4c(c3)OCO4)SC2)cc1	-16	0	0.3	-1	-3	-3.0	-2	-3	7	-37
COc1ccc(Nc2nc(-c3ccccc3)nc3ccccc23)cc1S(=O)(=O)N1CCOCC1	-16	-2	8.6	-1	2	-0.6	-44	8	1	-6

Assay outcomes (PubChem)
